B2AR arrestin = qHTS assay of beta-arrestin-biased ligands of beta2-adrenergic receptor; Beta-2 adrenergic receptor (Homo sapiens), P07550; beta-arrestin recruitment to beta2AR, cell-based reporter; Potency, µM (titrated, usually from 46.1 µM), for the others: at the top dose activation, hits mostly activators; hit rate 0.02% among 330,000; AID 492947, 2010;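 note: potency is the fitted concentration of half-maximal effect; 0% = DMSO controls and full agonism = EC100 isoproterenol or metaproterenol; nearly all actives have a fitted effect of over 65% in size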
Target sequence (P07550 whole entry, looked up): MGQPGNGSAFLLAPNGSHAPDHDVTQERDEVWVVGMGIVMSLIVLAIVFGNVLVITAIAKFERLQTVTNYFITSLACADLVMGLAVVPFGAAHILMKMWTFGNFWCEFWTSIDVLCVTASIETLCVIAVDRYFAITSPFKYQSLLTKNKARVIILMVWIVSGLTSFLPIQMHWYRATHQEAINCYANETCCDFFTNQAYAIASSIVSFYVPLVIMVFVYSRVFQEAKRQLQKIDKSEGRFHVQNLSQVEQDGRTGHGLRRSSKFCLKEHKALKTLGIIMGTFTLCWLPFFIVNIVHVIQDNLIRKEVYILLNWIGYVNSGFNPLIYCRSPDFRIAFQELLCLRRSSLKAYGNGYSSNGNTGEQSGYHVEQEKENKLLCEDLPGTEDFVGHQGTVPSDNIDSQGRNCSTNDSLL
Eya2 inh = qHTS Assay for Inhibitors of the Phosphatase Activity of Eya2; hit rate 0.006% among 330,000; Protein phosphatase EYA2 (Homo sapiens), O00167; Potency, µM (doses to about 76.9 µM), for inactives: at the highest dose activity, negative = inhibition, usual class: inhibitors; recombinant Eya2, OMFP fluorescence dephosphorylation (OMFP is methylfluorescein phosphate); AID 488837, 2010; note: potency is the fitted concentration of half-maximal effect
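Eya2 (0.2 uM) preincubated 10 min at ambient with compound, then OMFP substrate added at 50 uM; 10 min reaction in 50 mM HEPES pH 7.5, 50 mM NaCl, 5 uM MgCl2, 0.05% BSA, 1 mM DTT. Fluorescence read at Ex 485/Em 525 nm.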
BCR signal inh = qHTS Assay to Find Inhibitors of Chronic Active B-Cell Receptor Signaling; ABC-DLBCL IkBa-CBG/CBR reporter, luminescence ratio, 4 h; Potency, µM (series often up to 46.1 µM), for inactives: at the highest dose ratio change, negative = lower green/red ratio, hits mostly inhibitors; hit rate 0.05% among 340,000; AID 493014, 2011; active = well fitted inhibition curve with a large enough effect in the signal ratio, with a control signal flat, not every such curve was filed as active; inconclusive = small, poorly fitted or top-dose-only effect, or effect the other way, or a change in a side signal; the % refers to the signal ratio;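 note: potency is the fitted concentration of half-maximal effect; plate controls were basal doxycycline-induced cells for no effect and cells given 10 µM MG132 for full effect; MG132 reads +100%, hits lower the ratio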
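TMD8 ABC-DLBCL cells carrying doxycycline-inducible green luciferase fused to IkappaBalpha plus unfused red luciferase were exposed to compounds (up to 46 uM) for 4 hrs at 37C. Activity came from the overlap-corrected green/red luminescence ratio.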
uPA generation = qHTS for Inhibitors of Cell Surface uPA Generation; Potency, µM (titrated, usually from 38.3 µM), for the others: at the top dose activity change, negative = inhibition, most hits filed as inhibitors; hit rate 0.31% among 330,000; AID 540303, 2011; cell surface uPA generation assay, qHTS; active = well fitted inhibition curve with a large enough effect; inconclusive = small, poorly fitted or top-dose-only effect; inactive = no such curve, though single readings can be large or run the other way; tested in mouse RAW 264.7 cells; note: potency is the fitted concentration of half-maximal effect; nearly all actives have a fitted effect of over 55% in size
USP2a block = qHTS Assay for Inhibitors of Ubiquitin-specific Protease USP2a Using CHOP2 as the Reporter; Ubiquitin carboxyl-terminal hydrolase 2 (Homo sapiens), O75604; USP2 core, Ub-CHOP2 coupled fluorogenic reporter, 485/531; Potency, µM (top dose mostly 38.3 µM), without a hit: at the highest dose activity change, negative = inhibition, usual class: inhibitors; hit rate 0.01% among 330,000; AID 463254, 2010;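 note: potency is the fitted concentration of half-maximal effect; plate controls were DMSO wells for no effect and full inhibition by NEM control for full effect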
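Cell-free coupled assay: 10nM USP2 core preincubated 30min RT with compound in Tris-HCl pH 8.0/CaCl2/CHAPS buffer, then 25nM Ub-CHOP2 and 25nM reporter substrate; fluorescence (Ex 485/Em 531) read after 60min RT, normalized to NEM inhibition, concentration-response curves fitted.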
Giardia killer = Small Molecules that selectively kill Giardia lamblia: qHTS | Giardia lamblia trophozoite viability | activity change, % at 7.66 µM, hits read low | hit rate 0.15% among 340,000 | AID 540267, 2011; in the data active = activity change below about -80%; inconclusive = between about -30% and that limit;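 note: parasites exposed to compound for two days anaerobically before the ATP read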
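Trophozoites 100 cells/well + cpd; 48 hrs, 37 deg C, anaerobic. ATPLite 1-Step added, 15-30 min RT, luminescence read (ATP-based viability).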
GALK inhibitor = qHTS Assay for Inhibitors of Human Galactokinase (GALK); Purified GALK, Kinase-Glo residual ATP luminescence; P51570; AID 1868, 2009; Potency, µM (doses to about 57.5 µM), inactives show at the highest dose activity change, negative = inhibition, usual class: inhibitors; hit rate 0.007% among 270,000; note: potency is the fitted concentration of half-maximal effect
Target sequence (P51570 whole entry, looked up): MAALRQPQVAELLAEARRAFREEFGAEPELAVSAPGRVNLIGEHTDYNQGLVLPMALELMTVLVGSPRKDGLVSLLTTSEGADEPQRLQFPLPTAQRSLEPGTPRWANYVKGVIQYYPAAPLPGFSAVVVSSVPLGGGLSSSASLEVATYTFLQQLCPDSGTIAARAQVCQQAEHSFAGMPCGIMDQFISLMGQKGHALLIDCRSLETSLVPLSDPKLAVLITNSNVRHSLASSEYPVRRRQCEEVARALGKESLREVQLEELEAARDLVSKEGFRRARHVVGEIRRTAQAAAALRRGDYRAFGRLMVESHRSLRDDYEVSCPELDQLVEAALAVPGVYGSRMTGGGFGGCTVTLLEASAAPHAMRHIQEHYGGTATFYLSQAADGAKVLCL
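5 nM enzyme, 35 uM ATP, 100 uM galactose, 20 mM HEPES pH8.0, 5 mM MgCl2; 1 h RT; residual ATP by Kinase-Glo Plus luminescence, qHTS format.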
hERG WT inh = qHTS for Inhibitors of KCHN2 3.1: Wildtype qHTS; hit rate 0.37% among 340,000; AID 720551, 2013; Voltage-gated inwardly rectifying potassium channel KCNH2 (Homo sapiens), Q12809; activity change, % at 1.84 µM; U2OS, BacMam KCNH2, thallium flux FluxOr; hits give low values;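 active = maximum activity change below -70%; inconclusive = maximum activity change between -70% and -50%; inactive = maximum activity change above -50%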
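U2OS cells transduced with wild-type KCNH2 virus are loaded with FluxOr dye for 45 min, and thallium flux is measured in kinetic reads before and after stimulation buffer. Rate constants are normalized to DMSO controls.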
PKM2 activator = qHTS Assay for Activators of Human Muscle isoform 2 Pyruvate Kinase | Potency, µM (series often up to 57.5 µM), for the others: at the highest dose activation, most hits filed as activators | purified PKM2, Kinase-Glo ATP luminescence, activation; response scale: 0% is enzyme alone, no compound | Pyruvate kinase PKM (Homo sapiens), P14618 | AID 1631, 2009 | hit rate 0.34% among 260,000; note: potency is the fitted concentration of half-maximal effect; nearly all actives have a fitted effect of over 55% in size
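Purified hPK-M2 (>95% pure) converted ADP (0.1 mM final) to ATP with 0.5 mM PEP in 50 mM imidazole pH7.2, KCl, MgCl2, Tween 20, BSA; 1 h at room temperature. ATP detected by Kinase-Glo luminescence.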
KCNH2 3.1 block = qHTS for Inhibitors of KCHN2 3.1: Mutant qHTS. U2OS KCNH2 3.1, thallium flux FluxOr; hits give low values. activity change, % (tested at about 1.8 µM). hit rate 0.95% among 340,000. AID 720553, 2013;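 active = maximum activity change below -70%; inconclusive = maximum activity change from -70% to -50%; inactive = maximum activity change above -50%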;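 note: thallium influx rate constant from kinetic fluorescence after stimulation buffer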
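We transduce U2OS cells with the mutant 3.1 virus, culture them overnight, load FluxOr with Red40 quencher for 45 min, then add stimulation buffer and read kinetically for 2 min to derive a normalized rate constant.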
FBPA coupling cs = qHTS Assay for Inhibitors of Fructose-1,6-bisphosphate Aldolase from Giardia Lamblia: Coupling assay counterscreen. coupling enzyme system counterscreen, AmpLite Red fluorescence. activity change, negative = inhibition, % at 58.2 µM, hits read low. hit rate 0.67% among 290,000; in the data active = activity change below about -30%
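Counterscreen lacking aldolase: glyceraldehyde-3-phosphate coupling-enzyme reagent preincubated 10 min at RT with compound (at 57.5 uM final), then substrate/coupling system with AmpLite Red added; fluorescence read at 525/598 nm after 20 min RT.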
Active calls of the source: *; ? = inconclusive; / = not tested or not shown; & = joins results of further samples; [ ] = remark or other dose. Unless noted, calls come from the whole dose curve; as a rule, active = well fitted curve in the direction sought with a large enough effect; inconclusive = small, poorly fitted or top-dose-only effect, or another doubt; inactive = no such curve, though single readings can be large; an effect the other way counts as inactive or inconclusive. Unless noted, % is set by controls: 0 for no effect and ±100 for the full control effect.

SMILES	B2AR arrestin	Eya2 inh	BCR signal inh	uPA generation	USP2a block	Giardia killer	GALK inhibitor	hERG WT inh	PKM2 activator	KCNH2 3.1 block	FBPA coupling cs
CCn1nc(CC(C)C)cc1C(=O)N1CCCC(Nc2ccc(OC)cc2)C1 (stereo unspecified)	-1.2%	-6%	-1%	-13%	0%	22	7%	5	1%	2	0
CC(C)c1ccc(S(=O)(=O)N2CCN(CC(O)CN3CCOCC3)CC2)cc1 (stereo unspecified)	0.2%	7%	?	-7%	2%	12	/	-3	/	-5	/
Cc1nc(NS(=O)(=O)c2ccccc2)sc1NC(=O)Nc1ccccc1	0.2%	23%	2%	1%	0%	-21	-1%	6	-4%	15	-1
CCN(CC)c1ccc(/C=C/C(=O)c2ccc(Br)cc2)cc1	0.3%	?	12%	3%	?	3	0%	-167*	-2%	?	0
COc1ccc(N(CC(=O)O)S(=O)(=O)c2c(C)n[nH]c2C)cc1	0.0%	-5%	2%	-5%	0%	2	0%	-31	-16%	3	-4
Cc1ccc(S(=O)(=O)N2CCN(C(=O)CCN3C(=O)c4ccccc4C3=O)CC2)cc1C	-1.2%	2%	-1%	-14%	-1%	3	2%	5	5.6µM*	10	0
COc1ccc(Cl)cc1C(=O)NCCCN1CCOCC1	-0.5%	5%	3%	-1%	3%	15	-3%	2	0%[11.5 µM]	1	-1
COC(=O)C(C)Oc1ccc(=O)[nH]n1 (stereo unspecified)	-0.9%	-10%	-1%	-8%	1%	-6	0%	9	-8%	36	0
Nc1nonc1C(=O)N/N=C/c1cccc([N+](=O)[O-])c1	-0.3%	-5%	6%	6%	0%	-2	0%	-3	-5%	-4	-1
COc1cccc(CN2CCN(Cc3ccc(C#CC(C)(C)O)s3)CC2CCO)c1 (stereo unspecified)	-1.0%	6%	?	3%	-1%	0	5%	10	-3%	32	3
Nc1c(-c2ccccc2)cnc2c(-c3ccccc3)cnn12	-0.6%	-4%	?	?	1%	?	-6%	10	0%	-9	1
COCCN(C(=O)Cn1c(C(F)(F)F)nc2ccccc21)c1c(N)n(Cc2ccccc2)c(=O)[nH]c1=O	-0.3%	-6%	?	0%	2%	-18	1%	4	0%	3	/
CCOC(=O)c1cc2cc(OCc3ccccc3)ccc2nc1C	-0.4%	-6%	?	-2%	-1%	-20	-2%	-3	/	17	-2
CCCOc1ccc(C2(C(=O)O)CCCC2)cc1	-0.2%	-1%	13%	3%	2%	9	1%	8	1%	1	-5
N#CCC(=O)Nc1ccc(C(=O)OC(C(=O)Nc2cc(C(F)(F)F)ccc2Cl)c2ccccc2)cc1 (stereo unspecified)	-0.1%	-9%	7%	4%	2%	-4	/	-4	/	1	/
C/C(=C\c1ccco1)C1C(C#N)=C(N)OC2=C1C(=O)CC(C)(C)C2 (stereo unspecified)	-0.5%	3%	?	0%	1%	-10	-2%	8	17%	-1	-1
Cc1ccc(C)c(Cn2cnc3c(oc4ccccc43)c2=O)c1	0.1%	9%	0%	-1%	3%	-19	-2%	16	-1%	-1	1
O=C(CSc1cccc2cccnc12)N/N=C/c1cccc(O)c1	0.1%	1%	?	-2%	1%	22	8%	9	1%	-4	-12
COc1cc(CNc2ncn[nH]2)ccc1OCc1ccccc1C	0.8%	0%	-4%	1%	-2%	-15	1%	2	8%	19	0
Cc1ccc(S(=O)(=O)N(CC(=O)N2CCOCC2)c2ccc(C(C)C)cc2)cc1	0.5%	2%	1%	6%	-9%	3	-3%	15	7%	2	/
O=C(CSc1ccc(Br)cc1)NCC1CCCO1 (stereo unspecified)	-1.0%	0%	-2%	13%	1%	5	1%	-3	/	-11	3
O=C(CCN1C(=O)C2C3C=CC(C3)C2C1=O)N1CCN(c2ccc(F)cc2)CC1 (stereo unspecified)	-0.3%	-8%	3%	-3%	1%	5	0%	13	1%	-6	-1
CC(=O)N1c2ccc(S(=O)(=O)N3CCCC(C(=O)N4CCC(C)CC4)C3)cc2CC1C (stereo unspecified)	-0.5%	2%	23%	-3%	2%	18	/	-14	-6%	7	0
COc1ccc(S(=O)(=O)N(C)CC(=O)NCc2ccco2)cc1OC	-0.4%	-13%	?	-6%	-1%	-9	7%	2	/	-10	-1
COc1ccc(C2CC(c3ccccc3)n3nnnc3N2)cc1 (stereo unspecified)	0.0%	-8%	?	2%	-1%	-2	1%	17	7%	2	6
CCN(CC)C(=O)C(C)N(C#N)c1nc(C)cc(C)n1 (stereo unspecified)	-0.3%	2%	-4%	-1%	4%	-6	-2%	5	0%	9	7
CCOc1cccc(NC(=O)C(Cc2cccs2)c2nn[nH]n2)c1 (stereo unspecified)	-0.4%	24%	4%	-3%	2%	1	-4%	8	-1%	-15	1
Cc1noc(NS(=O)(=O)c2ccc(NC(=O)c3nn(-c4ccc(F)cc4)ccc3=O)cc2)c1C	-0.3%	1%	1%	-7%	0%	-29	-11%	2	/	18	/
Cc1oc2c(c(C)cc3oc(=O)c(CC(=O)NCC(=O)NCC(=O)NCC(C)O)c(C)c32)c1C (stereo unspecified)	0.1%	2%	?	5%	0%	5	/	-3	/	-8	0
COc1ccc(C(CNC(=O)c2ccc3c(c2)OCCO3)N(C)C)cc1 (stereo unspecified)	-0.1%	1%	?	0%	0%	-13	-3%	-4	-8%	-14	-3
COc1cc(/C=C/C(=O)OCC(=O)N2CCCc3ccccc32)ccc1OC(F)F	0.0%	-32%	-6%	0%	-6%	12	/	3	/	-24	/
Cc1cccc(-n2ncc3c2CCCC3NC(=O)CCc2cccnc2)c1C (stereo unspecified)	0.1%	13%	-2%	-3%	1%	1	6%	6	/	8	1
CSCC[C@@H](C(=O)NCCCCCCCCCCC(=O)N1CCN(C(=O)OC(C)(C)C)CC1)n1cc(CCO)nn1	-0.1%	-31%	-8%	-1%	-1%	?	/	7	/	4	/
COc1ccc(C(CNC(=O)COc2ccc(C)c(C)c2)N2CCCCC2)cc1 (stereo unspecified)	-0.1%	-30%	-8%	-28%	1%	13	-3%	18	-10%[0.46 µM]	-24	1
CCOc1ccc(/C=C(/NC(=O)c2ccccc2)C(=O)NCCC(=O)O)cc1	0.1%	-6%	15%	0%	-2%	-15	4%	4	2%	5	4
CS(=O)(=O)Nc1ccc(S(=O)(=O)N2CCOCC2)cc1	-0.3%	15%	-1%	1%	0%	2	-3%	-1	-1%	13	3
COc1[nH]c(/N=C/c2ccccc2)c(C#N)c1C#N	0.4%	39%	4%	1%	?	-5&-13	0%	-16	-12%	17	0
CCOC(=O)c1c(CSc2ccccc2)n(C)c2ccc(O)cc12	-0.8%	9%	7%	-1%	-2%	7	/	6	/	-11	2
COc1ccc(CNC(=O)C2CCCN(S(=O)(=O)c3c(C)nn(C)c3C)C2)cc1 (stereo unspecified)	0.1%	-2%	3%	2%	1%	?	0%	-10	-10%	0	0
O=C(COc1ccccc1)NC1CCS(=O)(=O)C1 (stereo unspecified)	0.2%	9%	-1%	0%	2%	11	10%	/	0%	0	0
O=C(C1CCCN(Cc2ccc(Cl)cc2)C1)N1CCCCC1 (stereo unspecified)	0.4%	1%	0%	0%	-9%	52[activator]	/	/	/	/	2
O=C(Nc1ccccc1)OCCOc1cccc(Br)c1	-0.2%	?	2%	-1%	3%	-15	-3%	-3	0%	1	0
Cc1nc(C)c(-c2ccc(SCC(=O)Nc3ccc(F)cc3F)nn2)s1	-0.1%	5%	-4%	-4%	0%	3	5%	4	6%	-5	/
Cc1ccc(-n2[nH]c(C)c(/C=N/NC(=O)c3ccc(O)cc3O)c2=O)cc1	-0.2%	-24%	?	?	1%	-25	1%	3	/	10	-10
COc1ccc(-n2c(-c3ccc(Br)cc3)c[n+]3c2SC(C)C3)cc1 (stereo unspecified)	0.0%	3%	8%	-7%	1%	-7	4%	-1	15%	28	2

This is a random part of the collection, and some 2.4% of all compounds hit somewhere here.
